DT40 TDP1 CPT: growth inhibition of DT40 Tdp1-/-;hTDP1 cells with camptothecin (screen for TDP1 inhibitors). chicken DT40 Tdp1-/-;hTDP1 cells + 20 nM CPT, ATP luminescence, 48 h. Potency, µM (highest dose often 46.2 µM), inactives show at the top dose activity change, negative = growth inhibition, actives largely listed as inhibitors. 420,000 compounds, 12% hits. AID 686979; note: nearly all actives have a fitted effect of over 55% in size
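Chicken DT40 Tdp1-/- cells complemented with human TDP1, 400 cells/well, exposed to compounds plus 20 nM camptothecin for at least 48 h at 37 C; viability read as ATP content by CellTiter-Glo luminescence.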
TDP1 block: blocks human tyrosyl-DNA phosphodiesterase 1. Q9NUW8. recombinant TDP1, AlphaScreen DNA substrate cleavage. Potency, µM (titrated, usually from 130 µM), for the others: top-dose activity change, negative = inhibition, hits mostly inhibitors. 350,000 compounds, 0.28% hits. AID 485290; note: nearly all actives have a fitted effect of over 40% in size
Target sequence (Q9NUW8 whole entry, looked up): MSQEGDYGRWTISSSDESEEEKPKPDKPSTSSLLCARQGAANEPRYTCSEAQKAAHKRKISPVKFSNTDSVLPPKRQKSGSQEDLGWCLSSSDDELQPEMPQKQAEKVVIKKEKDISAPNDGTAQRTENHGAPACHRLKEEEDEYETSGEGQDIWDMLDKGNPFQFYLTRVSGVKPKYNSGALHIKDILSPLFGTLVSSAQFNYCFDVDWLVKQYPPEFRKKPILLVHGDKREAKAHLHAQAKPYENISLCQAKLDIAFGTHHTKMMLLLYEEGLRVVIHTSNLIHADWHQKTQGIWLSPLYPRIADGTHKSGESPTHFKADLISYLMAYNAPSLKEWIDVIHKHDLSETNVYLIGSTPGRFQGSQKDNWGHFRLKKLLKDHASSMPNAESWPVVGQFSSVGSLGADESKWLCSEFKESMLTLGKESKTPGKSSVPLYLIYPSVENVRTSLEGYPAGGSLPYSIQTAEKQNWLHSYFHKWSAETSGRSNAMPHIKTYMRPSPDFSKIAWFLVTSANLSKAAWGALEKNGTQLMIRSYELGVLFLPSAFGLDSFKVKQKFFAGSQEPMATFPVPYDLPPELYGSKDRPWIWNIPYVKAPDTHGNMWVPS
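Recombinant human Tdp1 (E. coli-expressed, 1 nM final) preincubated with compounds 15 min at room temperature, then 5'-biotin/3'-phosphotyrosine-FITC DNA substrate (15 nM final) added for 5 min. AlphaScreen beads (10 ug/ml final) added 10 min; cleavage lowers signal.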
TDP1 cell noCPT: qHTS for Inhibitors of human tyrosyl-DNA phosphodiesterase 1 (TDP1): qHTS in cells in absence of CPT | DT40 Tdp1-/- hTDP1 cells, no CPT, ATP luminescence, 48 h | Potency, µM (doses to about 46.2 µM), without a hit: at the highest dose activity change, negative = growth inhibition, usual class: inhibitors | 420,000 compounds, 15% hits; note: nearly all actives have a fitted effect of over 55% in size
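Seeded 400 DT40-hTDP1 cells/well (vehicle DMSO, no 20 nM CPT); pinned compounds; ≥48 hr at 37 °C; CellTiter-Glo luminescence as viability measure.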
The depositor's hits bear a star; ? = inconclusive; . = not tested or not shown; [ ] = remark or other dose. Calls come from the whole dose curve; as a rule, active = well fitted curve in the direction sought with a large enough effect; inconclusive = small, poorly fitted or top-dose-only effect, or another doubt; inactive = no such curve, though single readings can be large; an effect the other way counts as inactive or inconclusive. % is set by controls: 0 for no effect and ±100 for the full control effect; potency is the fitted concentration of half-maximal effect.

SMILES | DT40 TDP1 CPT | TDP1 block | TDP1 cell noCPT
Cc1ccc2c(C)c(C(=O)NCC(c3ccc(Cl)cc3)N3CCOCC3)oc2c1 (stereo not given) | 15µM* | 2% | 12µM*
Cc1cccc(NC(=O)C2CCN(S(=O)(=O)c3ccc4c(c3)OCCO4)CC2)n1 | -13% | 0% | -25%
O=C(NCc1ccc2c3c(cccc13)C(=O)N2)c1cccs1 | -6% | . | 0%
O=C(CN1CCN(c2ccc([N+](=O)[O-])cc2)CC1)Nc1ccccn1 | -25% | 8% | ?
COc1cccc(C(=O)c2cn(CC(=O)Nc3ccc4c(c3)OCCO4)c3nc(C)ccc3c2=O)c1 | ? | 0% | ?
CC(C)c1ccc(/C=N/NC(=O)CCNC(=O)c2ccccc2)cc1 | 3% | 4% | ?
O=C(COCc1cc(-c2cccs2)on1)NCc1cccc(Cl)c1 | -25% | 2% | -24%
O=C(CN1C(=O)C2(OCCCO2)c2ccccc21)NCCc1ccccc1 | ? | 4% | -8%
CN(C(=O)CSc1cn(CC(=O)N2CCCCC2)c2ccccc12)c1ccccc1 | ? | -5% | ?
CNC(=O)c1sc(N2N=C3/C(=C/c4ccccc4)CCCC3C2c2ccccc2)nc1C (stereo not given) | ? | 2% | 13µM*

Given field by field: 4 of the compounds above
Cc1cccc(NC(=O)C2CCN(S(=O)(=O)c3ccc4c(c3)OCCO4)CC2)n1
  DT40 TDP1 CPT: -13%
  TDP1 block: 0%
  TDP1 cell noCPT: -25%

COc1cccc(C(=O)c2cn(CC(=O)Nc3ccc4c(c3)OCCO4)c3nc(C)ccc3c2=O)c1
  DT40 TDP1 CPT: ?
  TDP1 block: 0%
  TDP1 cell noCPT: ?

O=C(CN1C(=O)C2(OCCCO2)c2ccccc21)NCCc1ccccc1
  DT40 TDP1 CPT: ?
  TDP1 block: 4%
  TDP1 cell noCPT: -8%

CNC(=O)c1sc(N2N=C3/C(=C/c4ccccc4)CCCC3C2c2ccccc2)nc1C (stereo not given)
  DT40 TDP1 CPT: ?
  TDP1 block: 2%
  TDP1 cell noCPT: 13µM*

(listing goes on)
SMILES | DT40 TDP1 CPT | TDP1 block | TDP1 cell noCPT
COc1ccc(NC(=O)CSc2n[nH]c(C(C)C)n2)c([N+](=O)[O-])c1 | -18% | 4% | ?
CCC(=O)N(C)C(c1ccccc1Cl)c1nnnn1-c1c(C)cccc1C (stereo not given) | ? | -1% | 18µM*
CCOCCCNC(=O)c1c(N)n(-c2ccc3c(c2)OCO3)c2nc3ccccc3nc12 | -16% | . | -25%
COc1ccc(Oc2c(OC)cc([N+](=O)[O-])c3ncccc23)cc1 | -3% | . | -13%
C=C[C@@H]1c2c(F)cccc2N(S(=O)(=O)c2ccc(C)cc2)[C@H](c2ccc(C(=O)OC)cc2)C1(C#N)C#N | ? | 1% | ?
COc1ccc(S(=O)(=O)NCC(c2ccc(N(C)C)cc2)N2CCCC2)cc1F (stereo not given) | ? | -1% | ?
O=C(COC(=O)/C=C/c1cccc(F)c1)NC1CCCC1 | ? | -1% | -15%
O=C(N/C(=C\c1ccc([N+](=O)[O-])cc1)C(=O)N1CCCCC1)c1ccco1 | 1% | 4% | -18%
O=C(CCCN1C(=O)NC2(CCCC2)C1=O)Nc1ccc(F)cc1 | -11% | 1% | -10%
Cc1ccc(OCCn2cc(/C=C3\C(=O)NN(c4ccccc4)C3=O)c3ccccc32)cc1 | 16µM* | 7% | 26µM*
CCOC(=O)c1sc(NC(=S)NC(=O)c2ccccc2)c(C(=O)OCC)c1C | ? | 5% | ?
COc1ccc(NC(=O)N2CCCCCC2)c(OC)c1 | 19% | 5% | -6%
COC(=O)C(C)NC(=O)C12CC3CC(CC(C3)C1)C2 (stereo not given) | -8% | 2% | -7%
Cc1cccc(NC(=O)CNC(=O)c2ccccc2Cl)n1 | 2% | 2% | -1%
O=C(CNC(=O)c1ccc(Cl)cc1Cl)OCC(=O)N1CCN(c2ccccc2)CC1 | 7% | 3% | -2%
COc1ccc2c(CN(C)Cc3ccccc3)cc(=O)oc2c1 | ? | . | ?
Cc1ccc([C@@H]2CC=C(C(=O)O)CN2S(=O)(=O)c2ccccc2C)cc1 | -1% | 7% | -2%
N#Cc1c(NC(=O)CSc2nc3ccccc3s2)sc2c1CCCC2 | ? | 3% | ?
COc1ccc(NC(=O)CSc2nc3ccccc3n2CC(=O)Nc2cccc(C)c2C)cc1 | ? | -4% | ?
CC1=NN(c2ccccc2)C(=O)C1N=Nc1ccc(S(N)(=O)=O)cc1 (stereo not given) | -2% | 8% | 4%
Cc1ccc(CNC(=O)CSc2c3c(nc4ccc(Cl)cc24)CCCC3)o1 | ? | 4% | ?
CCN(C(=O)c1ccco1)c1nc(-c2ccc(OC)cc2)cs1 | -6% | 5% | ?
Cc1cccc(C(C(=O)NC2CCCC2)N(Cc2cccnc2)C(=O)c2csnn2)c1 (stereo not given) | -3% | 4%[0.0935 µM] | 6%
CC1CCC/C(=C\Nc2ccccc2C(=O)O)C1=O (stereo not given) | ? | 2% | -15%
COc1cccc(-c2cc(N(C)Cc3ccco3)ncn2)c1 | -25% | . | -19%
CC(=O)N1CCSc2ccc(S(=O)(=O)NCc3ccccc3)cc21 | ? | 7% | ?
CCN(CCn1cccn1)C(=O)c1cccc(OC2CCN(S(C)(=O)=O)CC2)c1 | -9% | 4% | -25%
CCCCC(=O)Nc1ccc(C(=O)NNC(=O)c2cccs2)cc1 | 0% | -2% | -10%
COc1cc2c(cc1OC)CN(C1CCCN(Cc3cccc(C(C)=O)c3)C1)CC2 (stereo not given) | -27% | . | -3%
CCOc1ccc(C(=O)N2CCN(c3ccccc3)CC2)cc1 | 10% | -2% | 9%
N/C(=N\OC(=O)Nc1ccccc1)c1ncc(C(F)(F)F)cc1Cl | -4% | 9% | -20%
CCOC(=O)N1CCN(CC(O)COc2cc(C)cc(C)c2)CC1 (stereo not given) | 16% | . | -9%
CN(C)C(=O)c1ccc(-c2ccc3ncnc(NCc4cccs4)c3c2)cc1 | -28% | . | -25%
Cc1cccc(N(CC(=O)N/N=C/c2ccc(OCC(=O)NCc3ccco3)cc2)S(C)(=O)=O)c1C | 3% | 4% | -6%
CCOC(=O)Cc1csc(N/C(=N/S(=O)(=O)c2ccc(Cl)cc2)c2ccccc2)n1 | ? | -2% | 29µM*
CCC(C)C(=O)Nc1nnc(SCC(=O)NC(C)(C)C)s1 (stereo not given) | 2% | -5% | -13%
Cc1cccc(C)c1NC(=O)C(c1ccc(C#N)cc1)n1c(=O)c(-c2cc3ccccc3[nH]2)nc2ccccc21 (stereo not given) | 12µM* | . | 9.2µM*
Cc1cccc(CN2CCOCCS2(=O)=O)c1 | -1% | . | -13%
CCN(CC)CC(O)CN1C(=O)NC(C)(C)C1=O (stereo not given) | -12% | 6% | -10%
CCOC(=O)CCCNc1ccc([N+](=O)[O-])cc1[N+](=O)[O-] | 0% | 5% | -1%
O=C(NCCCN1CCOCC1)C(=O)N/N=C/c1ccc(F)cc1 | -25% | 6% | 0%
S=c1[nH]nc(Cc2cccc3ccccc23)o1 | -4% | 3% | -4%
CN(C)c1cc[n+](CC(=O)Nc2ccc(Cl)c([N+](=O)[O-])c2)cc1 | ? | . | ?
COc1ccccc1CNC(=O)C1CCCN(S(=O)(=O)c2ccc3c(c2)CC(C)N3C(C)=O)C1 (stereo not given) | -15% | 2% | -24%
Cc1ccccc1S(=O)(=O)Cc1ccc(C(=O)NCCCN2CCN(C)CC2)o1 | -17% | 1% | -7%
Cc1ccc2[nH]c(=O)c(C3=NN(C(=O)CCC(=O)O)C(c4cccs4)C3)c(-c3ccccc3)c2c1 (stereo not given) | -17% | 5% | 0%
CCN(CC)S(=O)(=O)c1ccc(C(=O)Nc2cccc(C)c2)cc1 | ? | -4% | -20%
CCC(=O)Nc1ccc(NC(=O)CSc2nc3cc4c(cc3cc2C)CCC4)cc1 | ? | 7% | ?
Cc1cccc(N2CCN(c3ncnc4onc(C)c34)CC2C)c1 (stereo not given) | 4.6µM* | 4% | 2.3µM*
CCOC(=O)c1c(C)n(C)c2c1cc(OC(C)=O)c1ccccc12 | 1% | . | ?
Additional structures follow:
SMILES | DT40 TDP1 CPT | TDP1 block | TDP1 cell noCPT
COc1cc2c(cc1OC)C(c1ccc([N+](=O)[O-])cc1)NCC2 (stereo not given) | ? | . | ?
C[C@@H]1CN([C@H](C)CO)C(=O)CCCn2cc(nn2)CO[C@H]1CN(C)C(=O)Nc1ccc(-c2cccs2)cc1 | -13% | . | -28%
O=C1C2C3C=CC(CC3)C2C(=O)N1c1nccs1 (stereo not given) | 1% | 10µM* | -18%
CCCCCn1c(=O)[nH]c2cc(C(=O)NCc3ccccc3)ccc2c1=O | 1% | 0% | -22%
O=c1c2c3c(sc2nc2sc(CN4CCOCC4)cn12)CCCC3 | 0% | 6% | -17%
COc1cccc(-n2nnc3c(=O)n(Cc4cccc(C)c4)cnc32)c1 | -20% | -9% | -20%
C=CCNC1=C(Cl)C(=O)c2ccccc2C1=O | 15µM* | 9% | 16µM*
COc1ccc(C2C(=O)NN=C2C)cc1 (stereo not given) | 0% | . | ?
CCOc1cc(CNC(=O)c2ccccc2NC(=O)c2nsc3ccccc23)ccc1OC | 16µM* | 5% | 18µM*
CSc1nnc([C@H](C)NC(=O)OC(C)(C)C)o1 | 13% | 10% | 5%
CCOc1ccc2nc(NC(=O)COC)sc2c1 | -4% | 4% | -23%
Cc1ccc(S(=O)(=O)N2CCN(Cc3ccco3)CC2)cc1C | -1% | 2%[56.1 µM] | 13%
CCN1CCN(CCCNC(=O)C(=O)c2c(C)[nH]c3ccccc23)CC1 | 12% | 5% | -1%
CCCCN1CCc2[nH]c(=S)[nH]c(=O)c2C1 | ? | 5% | -4%
C[C@H](NC(=O)c1nc[nH]c1C(=O)N[C@H](C)c1ccccc1)C(=O)OCc1ccccc1 | -22% | 7% | -17%
COCCn1c(SCC(=O)N2CCCc3ccccc32)nc2c(c1=O)SC(C)C2 (stereo not given) | ? | 10% | ?
Cn1c(=O)c(CCc2ccccc2)nc2cnc(N3CCNCC3)nc21 | ? | . | 9.2µM*
Cc1onc(-c2ccccc2Cl)c1C(=O)N1CCN(S(=O)(=O)c2ccc(F)c(F)c2)CC1 | ? | 4%[56.1 µM] | ?
CCN(C(=O)c1ccc2c(=O)n3c(nc2c1)CCCCC3)c1ccccc1C | ? | 2% | ?

14 compounds out of the list, ordered by number of heavy atoms, smallest number first:
SMILES | DT40 TDP1 CPT | TDP1 block | TDP1 cell noCPT
COc1ccc(C2C(=O)NN=C2C)cc1 (stereo not given) | 0% | . | ?
CCCCN1CCc2[nH]c(=S)[nH]c(=O)c2C1 | ? | 5% | -4%
C=CCNC1=C(Cl)C(=O)c2ccccc2C1=O | 15µM* | 9% | 16µM*
O=C1C2C3C=CC(CC3)C2C(=O)N1c1nccs1 (stereo not given) | 1% | 10µM* | -18%
Cc1ccc(S(=O)(=O)N2CCN(Cc3ccco3)CC2)cc1C | -1% | 2%[56.1 µM] | 13%
O=c1c2c3c(sc2nc2sc(CN4CCOCC4)cn12)CCCC3 | 0% | 6% | -17%
COc1cccc(-n2nnc3c(=O)n(Cc4cccc(C)c4)cnc32)c1 | -20% | -9% | -20%
CCCCCn1c(=O)[nH]c2cc(C(=O)NCc3ccccc3)ccc2c1=O | 1% | 0% | -22%
CCN(C(=O)c1ccc2c(=O)n3c(nc2c1)CCCCC3)c1ccccc1C | ? | 2% | ?
COCCn1c(SCC(=O)N2CCCc3ccccc32)nc2c(c1=O)SC(C)C2 (stereo not given) | ? | 10% | ?
C[C@H](NC(=O)c1nc[nH]c1C(=O)N[C@H](C)c1ccccc1)C(=O)OCc1ccccc1 | -22% | 7% | -17%
Cc1onc(-c2ccccc2Cl)c1C(=O)N1CCN(S(=O)(=O)c2ccc(F)c(F)c2)CC1 | ? | 4%[56.1 µM] | ?
CCOc1cc(CNC(=O)c2ccccc2NC(=O)c2nsc3ccccc23)ccc1OC | 16µM* | 5% | 18µM*
C[C@@H]1CN([C@H](C)CO)C(=O)CCCn2cc(nn2)CO[C@H]1CN(C)C(=O)Nc1ccc(-c2cccs2)cc1 | -13% | . | -28%
